Screening results: PubChem BioAssay, National Center for Advancing Translational Sciences (NCATS)
KDM5B inh = blocks human KDM5B histone demethylase activity; KDM5B demethylase, FDH-coupled NADH fluorescence (FDH is formaldehyde dehydrogenase); Q9UGL1; AID 1347165; 220,000 compounds, 2.6% hits; Potency, µM (highest dose often 57.7 µM), without a hit: top-dose activity change, negative = inhibition, hits mostly inhibitors; active means well fitted inhibition curve with a large enough effect; inconclusive means small, poorly fitted or top-dose-only effect; inactive means no such curve, though single readings can be large or run the other way; further: 0% is about no effect; nearly all actives have a fitted effect of over 70% in size
Target sequence (Q9UGL1 whole entry, looked up): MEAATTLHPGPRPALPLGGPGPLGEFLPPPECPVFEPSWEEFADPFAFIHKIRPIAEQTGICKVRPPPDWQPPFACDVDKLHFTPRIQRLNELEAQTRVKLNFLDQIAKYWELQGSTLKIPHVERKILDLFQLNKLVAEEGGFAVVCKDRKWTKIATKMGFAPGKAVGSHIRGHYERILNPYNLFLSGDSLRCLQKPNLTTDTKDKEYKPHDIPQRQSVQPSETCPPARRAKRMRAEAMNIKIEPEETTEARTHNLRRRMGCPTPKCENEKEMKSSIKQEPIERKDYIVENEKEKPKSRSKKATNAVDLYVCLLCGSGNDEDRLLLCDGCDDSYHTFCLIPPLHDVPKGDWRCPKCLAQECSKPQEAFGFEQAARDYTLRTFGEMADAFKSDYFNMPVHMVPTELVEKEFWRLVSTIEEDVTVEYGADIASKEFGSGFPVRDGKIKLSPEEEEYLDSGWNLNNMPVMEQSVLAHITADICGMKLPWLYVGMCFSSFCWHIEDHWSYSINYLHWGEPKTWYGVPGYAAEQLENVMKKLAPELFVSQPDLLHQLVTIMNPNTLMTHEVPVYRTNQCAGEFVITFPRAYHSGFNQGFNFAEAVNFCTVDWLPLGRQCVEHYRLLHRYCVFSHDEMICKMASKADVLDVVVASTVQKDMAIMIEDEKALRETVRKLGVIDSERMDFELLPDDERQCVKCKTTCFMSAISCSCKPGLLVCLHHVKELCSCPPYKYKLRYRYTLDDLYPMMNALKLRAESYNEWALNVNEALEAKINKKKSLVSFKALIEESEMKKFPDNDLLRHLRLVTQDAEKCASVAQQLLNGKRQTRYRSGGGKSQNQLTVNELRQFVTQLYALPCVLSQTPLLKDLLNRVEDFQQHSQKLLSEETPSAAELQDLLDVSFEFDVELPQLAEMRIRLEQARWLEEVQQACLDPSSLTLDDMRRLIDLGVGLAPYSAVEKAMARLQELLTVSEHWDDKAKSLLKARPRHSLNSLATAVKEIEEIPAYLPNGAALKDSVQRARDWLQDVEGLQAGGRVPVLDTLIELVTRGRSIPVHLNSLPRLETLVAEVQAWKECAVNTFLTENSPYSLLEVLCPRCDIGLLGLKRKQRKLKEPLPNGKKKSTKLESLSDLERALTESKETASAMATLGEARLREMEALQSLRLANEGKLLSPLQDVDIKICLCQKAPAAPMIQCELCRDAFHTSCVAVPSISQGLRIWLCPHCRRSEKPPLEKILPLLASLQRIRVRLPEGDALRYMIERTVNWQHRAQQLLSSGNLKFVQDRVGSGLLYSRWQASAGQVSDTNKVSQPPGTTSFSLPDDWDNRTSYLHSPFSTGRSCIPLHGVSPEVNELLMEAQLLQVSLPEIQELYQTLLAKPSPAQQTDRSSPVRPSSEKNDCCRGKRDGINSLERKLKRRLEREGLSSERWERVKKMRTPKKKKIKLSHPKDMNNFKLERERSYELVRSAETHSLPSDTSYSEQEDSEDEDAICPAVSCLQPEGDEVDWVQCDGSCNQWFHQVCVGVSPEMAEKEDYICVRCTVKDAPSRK
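Measured: NADH fluorescence change, 30 min, RT. System: KDM5BΔAP 200 nM final, H3K4me3 peptide, α-KG, Fe(II), ascorbate, NAD⁺ plus FDH, pH 7.5 HEPES. Compounds: titrated, 10 min pre-incubation with enzyme.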
Starred values were filed as active, the others as inactive; ? = inconclusive; [ ] = remark or other dose. Potency means the concentration at half of the fitted maximal effect. Some of the compounds tested; the hit share may differ from the screen's.

SMILES	KDM5B inh
COc1ccc(C(=O)C(C)[n+]2ccc(-c3nnc4n3CCCCC4)cc2)cc1 (stereo not drawn)	?
CCNC(=O)NC[C@H]1O[C@H](Cc2cc(-c3ccc(F)cc3)on2)CC[C@@H]1O	-16%[86.2 µM]
COc1ccc(NC(=O)c2ccc3c(c2)S(=O)(=O)N=C2CCCCCN23)cc1S(N)(=O)=O	-2%
C=CCn1cc(CN2CCC(Oc3ccc4ccccc4c3)(C(=O)O)CC2)cn1	6%
CCCCOc1ccc(C(=O)N(Cc2ccccc2)C2CCS(=O)(=O)C2)cc1 (stereo not drawn)	-17%
Cc1cccc(C(=O)Nc2ccccc2C(=O)OCc2cc(=O)n3nc(C4CC4)sc3n2)c1	-10%
CCCC1(CCC)NC(=O)N(Cc2ncc(-c3ccc(F)cc3)o2)C1=O	-10%
CCOc1ccc(CNC(=O)Cn2nc(C)c3nn(-c4ccc(Cl)cc4)c(C)c3c2=O)cc1OC	2%
CC[C@H]1CN(C(=O)C(C)(C)C)CC[C@H]1CC(=O)NCCSC	-9%[86.2 µM]
Cn1nc(C(=O)NC2CCCCC2)c(Cl)c1C(F)(F)F	-8%

Arranged by value in KDM5B inh (largest number first): four of the compounds above
SMILES	KDM5B inh
C=CCn1cc(CN2CCC(Oc3ccc4ccccc4c3)(C(=O)O)CC2)cn1	6%
CCOc1ccc(CNC(=O)Cn2nc(C)c3nn(-c4ccc(Cl)cc4)c(C)c3c2=O)cc1OC	2%
Cn1nc(C(=O)NC2CCCCC2)c(Cl)c1C(F)(F)F	-8%
Cc1cccc(C(=O)Nc2ccccc2C(=O)OCc2cc(=O)n3nc(C4CC4)sc3n2)c1	-10%

(cont.)
SMILES	KDM5B inh
COCCN1CCC(N2CCN(S(=O)(=O)Cc3ccccc3Cl)CC2)C1=O (stereo not drawn)	-19%
O=C(CSc1ncnc2sc3c(c12)CCCCC3)Nc1ccc2c(c1)OCCO2	10%
Cc1nn(C)c(C)c1C(=O)N[C@@H]1CN(S(C)(=O)=O)C[C@H]1CN(C)C	-10%
Cc1cccc(/C=C/C(=O)N(Cc2ccco2)C2CC2)c1	1%
COC(=O)c1ccc(NS(=O)(=O)c2ccc(C)cc2)c(C)c1	18%
CCCCCNC(=O)c1ccncc1	-1%
Cc1oc(-c2nc(C#N)c(N3CCCCCC3)o2)cc1S(=O)(=O)N1CCCC1	?
CCC(=O)Nc1sc2c(c1C(=O)Nc1ccc(OC)cc1)CCC(C(C)(C)C)C2 (stereo not drawn)	?
Cc1ccccc1NC(=O)c1ccc2c(O)c(S(=O)(=O)c3ccccc3)c(=O)[nH]c2c1	16%
CN(C)C(=O)C1CCc2nnc(-c3ccc(Cl)nc3)n21 (stereo not drawn)	7%[149 µM]

The closing 4 records of the part above are carried over, then new ones follow.
SMILES	KDM5B inh
Cc1oc(-c2nc(C#N)c(N3CCCCCC3)o2)cc1S(=O)(=O)N1CCCC1	?
CCC(=O)Nc1sc2c(c1C(=O)Nc1ccc(OC)cc1)CCC(C(C)(C)C)C2 (stereo not drawn)	?
Cc1ccccc1NC(=O)c1ccc2c(O)c(S(=O)(=O)c3ccccc3)c(=O)[nH]c2c1	16%
CN(C)C(=O)C1CCc2nnc(-c3ccc(Cl)nc3)n21 (stereo not drawn)	7%[149 µM]
COc1ccccc1C1=NOC(Cn2c(NCCOCCO)nc3c2c(=O)n(C)c(=O)n3C)C1 (stereo not drawn)	11%
CNc1ccc(-c2noc([C@@H]3CCCN3Cc3cccnc3)n2)cn1	-13%[86.2 µM]
CCC1Oc2ccc(NC(=O)COC)cc2CN(Cc2ccc(Cl)cc2)C1=O (stereo not drawn)	-17%
CCN(CC)S(=O)(=O)c1ccc(-c2csc(=Nc3cccc(C(F)(F)F)c3)n2Cc2ccc3c(c2)OCO3)cc1	?
NCC(=O)N1Cc2ccccc2CC2(CCN(CC3CCOCC3)C2)C1 (stereo not drawn)	1%[115 µM]
CC(C)(C)OC(=O)N1CC(N2CCc3ccccc32)C1	-12%[149 µM]
CCCCN(C)C(=O)c1sc2nc(C(C)(C)C)nc(C)c2c1C	12%
CCCc1cc(C(=O)N2CCc3c(nc(-c4cccnc4)[nH]c3=O)C2)n[nH]1	17%
O=C(Nc1ccccc1Cl)N1CCC(CN2CCCC2)CC1	-22%
Cc1sc(NC(=O)C(c2ccccc2)c2ccccc2)c(C#N)c1C	?
CCOc1ccc(NC(=O)c2ccc(Cl)c(-n3c(C)nc4cccnc43)c2)cc1	-19%
CCOCCOC(=O)COc1ccc2c(=O)c(-c3ccc(Cl)cc3)c(C(F)(F)F)oc2c1	-15%
COc1cccc(CSc2nc3n(n2)C(c2cccc(F)c2)C(C(=O)Nc2ccccc2C)=C(C)N3)c1 (stereo not drawn)	-13%
COc1ccc(C(c2c(N)[nH]c(=S)[nH]c2=O)c2c(N)[nH]c(=S)[nH]c2=O)cc1	?
COc1ccccc1-c1nc(C#N)c(NCc2ccc(Cl)cc2)o1	?
C=CCNC(=O)N1CC[C@H]2CC(=O)N(Cc3cccnc3)CC[C@H]2C1	15%[86.2 µM]
O=C(NCc1cccs1)c1cc(-c2cccnc2)c2nncn2n1	100µM*
O=C(COC(=O)c1cc(-c2ccccc2)nc2ccccc12)c1ccc(Br)cc1	-18%
COCCC1(NC(=O)c2cc(C)n(C)n2)CCN(C2CCOCC2)CC1	-35%
CCn1c(C)c(C2N3CC4(C)CN2CC(CC)(C3)C4=O)c2ccccc21 (stereo not drawn)	-29%
Cc1cnc(NC(=O)C(C)(C)Oc2cc(Cl)ccc2Cl)s1	-9%
CCOCCCNC(=O)N1CCC(OC2CCN(S(C)(=O)=O)CC2)CC1	8%
COc1ccccc1NC(=O)C1=C(C)Nc2nc(SCc3ccccc3F)nn2C1c1cccs1 (stereo not drawn)	-17%
COc1ccc(F)cc1CN(C)CC(=O)N1c2ccccc2NC(=O)CC1C (stereo not drawn)	13%
CCc1noc(-c2cccn3c(CNC(=O)C(C)c4ccccc4)nnc23)n1 (stereo not drawn)	22µM*
O=C(CCc1cc(Cl)no1)N1CCCC(Cc2nncn2CC2CC2)C1 (stereo not drawn)	5%
CCOC(=O)c1ccc(NC(=O)c2c(OC)cc(=O)n3c2CCCC3)cc1	-1%
COc1ccccc1[C@@H]1CN(C(=O)CCc2scnc2C)C[C@H]1C(=O)O	33%
Cc1ccc(CN2C(=O)C3(CCOCC3)CC2c2nnnn2C(C)(C)C)cc1 (stereo not drawn)	-29%
COc1ccc(-c2[nH]ncc2CN2CCCC(C(=O)NCc3ccccc3)CCNC(=O)CC2)cc1 (stereo not drawn)	-20%
COc1ccc(-n2c(CCN)n[nH]c2=O)cc1OC	9%
Clc1cc(NCc2ccccn2)n2nccc2n1	?
CC(=O)c1cccc(NS(=O)(=O)c2cccc(S(=O)(=O)c3ccc(Br)cc3)c2)c1	2%
CC(NC(=O)/C=C/c1ccc(Cl)cc1Cl)C1CC2CCC1C2 (stereo not drawn)	29%
COc1ccc(S(=O)(=O)Nc2c(NC3CCCC3)c3ccccc3oc2=O)cc1	6%
COc1cc(OC)c(NC(=O)Cn2ccn3nc(-c4ccc(F)cc4)c(CO)c3c2=O)cc1Cl	?
Cc1ccc(CCNC(=O)C2CCN(Cc3nc(-c4ccccc4C)oc3C)CC2)cc1	-60%
COc1ncccc1-c1cccc(COc2ccc3c(cnn3CC[S+](C)(=O)[O-])c2)c1	32µM*
O=c1c(N2CCN(c3cccc(C(F)(F)F)c3)CC2)csc2ccc(Cl)cc12	?
O=C(Nn1cnnc1)c1cc(Cl)ccc1Cl	23%
CCN1CCN(c2nc(C)c3c(c2C#N)CCCC3)CC1	?
Cc1[nH]c(=S)c(C#N)c(-c2ccccc2)c1C(=O)Nc1ccccc1	?
Cc1nc2cc(NS(=O)(=O)c3cccc(Cl)c3)ccc2o1	-12%
COC(=O)C1CN(C)CCC1=O (stereo not drawn)	20%
CCOC(=O)c1cc(-c2ccc(S(=O)(=O)N3CCN(c4cc(C)ccc4C)CC3)s2)on1	0%
O=C(C1CCCN(S(=O)(=O)c2cccc3nonc23)C1)N1CCN(c2ccccc2F)CC1 (stereo not drawn)	-11%
CN1C[C@H](NS(C)(=O)=O)CCC[C@@H](C(=O)N(C)Cc2cccnc2)CC1=O	-8%[86.2 µM]
Cc1ccc(CN2CCc3oc(C)c(C(=O)N4CCSCC4)c3C2)cc1	?
Cc1cc2nc3n(c(=O)c2n1CC(=O)N1CCN(c2ccccc2F)CC1)CCCCC3	28%
Cc1ccc(S(=O)(=O)N2CCC(C(=O)OC(C)C(=O)N3CCCCCC3)CC2)cc1 (stereo not drawn)	-4%
(more compounds)
SMILES	KDM5B inh
N#Cc1nc(COc2ccccc2)oc1NCCCN1CCOCC1	13%
O=[N+]([O-])c1ccc(N2CCN(c3ccccc3)CC2)c2ccncc12	-5%
Cc1ccc(C)c(Cn2c(C)c(CNCc3ccc(F)cc3)c(C(=O)O)c2C)c1	-23%
CN(Cc1ccccc1)Cc1cn([C@H]2CO[C@H]3[C@@H]2OC[C@@H]3NC(=O)Nc2cccc(C(F)(F)F)c2)nn1	17%
O=C(O)CC(C(=O)O)c1c[nH]c2ccccc12 (stereo not drawn)	19%
CCCC(=O)NC(C)c1nc2ccccc2n1Cc1ccccc1 (stereo not drawn)	-14%
O=C(O)c1ccc2oc(-c3cccc(Cl)c3)nc2c1	-16%
COc1ccccc1CC(=O)N1CCCc2ncc(C(=O)NCCOc3ccccc3)cc21	-17%
Cc1cc(-c2cc(-c3cccs3)nc3c(C)noc23)ccn1	28µM*
Cc1cc2oc(=O)cc(CN(CC(C)C)CC(C)C)c2cc1O	-15%
COCCn1c(SCc2nc(-c3ccc(Br)cc3)no2)nc2ccsc2c1=O	8%
Cn1ccc(CN2CCC3(C2)NC(=O)c2ccccc2CO3)c1 (stereo not drawn)	6%[86.2 µM]
COc1ccc(-c2nc(SCC(=O)Nc3ccccc3)c(-c3ccc(F)cc3)[nH]2)cc1OC	15%
CCCS(=O)(=O)N1CC[C@@H]2C(=O)NCCCCCCN(Cc3ccncc3)[C@@H]2C1	-27%
N#Cc1ccc(CN2CCC3(C2)C(=O)Nc2ccccc23)cc1 (stereo not drawn)	15%[149 µM]
COc1ccc(-c2nc3cc(NC(=O)COc4ccc(F)cc4)ccc3o2)cc1	?
CN1CCN(C(=O)CCC[C@@H]2[C@H]3CCCN4CCC[C@@H](CN2Cc2ccccc2)[C@@H]34)CC1	32µM*
Cc1ccc(-n2nnnc2CNC(=O)c2ccccc2F)cc1C	2%
O=C(O)c1ccccc1C(=O)N1Cc2[nH]cnc2C[C@H]1c1nc(-c2ccncc2)no1	-12%[86.2 µM]
Nc1ncnc(SCc2c(F)cccc2Cl)n1	24%
COc1cccc(-n2nc(C(=O)Nc3cc(OC)c(OC)c(OC)c3)c3ccccc3c2=O)c1	5%
N#Cc1c(N2CCN(C(=O)C(=O)NCCO)CC2)nc(-c2ccccc2)c2c1CCCC2	?
CCC(=O)Nc1ccc2oc(-c3cccc(C)c3)nc2c1	231%[activator]
COCC(=O)NC[C@H]1OC[C@@H](N(Cc2ccncc2)Cc2ccncc2)[C@@H]1O	?
Cc1ccsc1C(=O)N(CC#N)C1CC1	13%
CC(O)CNc1nc(-c2cccnc2)nc2ccccc12 (stereo not drawn)	-3%
Cc1nc(CN2CCN(C(=O)NCc3ccccn3)CC2)cs1	11%
COC(=O)c1ccc(C2C(c3ccc(C)cc3)=C(O)C(=O)N2CCc2ccc(OC)c(OC)c2)cc1 (stereo not drawn)	12%
Cc1cnc(CC2CCN(C(=O)C3CCC3)C2)n1C1CC1 (stereo not drawn)	-23%
CCCNC(=O)C1Cc2cc(S(=O)(=O)N3CCCCCC3)ccc2N1C(C)=O (stereo not drawn)	9%

Some of the entries so far, in markdown.
| Compound | KDM5B inh |
| --- | --- |
| CC[C@H]1CN(C(=O)C(C)(C)C)CC[C@H]1CC(=O)NCCSC | -9%[86.2 µM] |
| COCCC1(NC(=O)c2cc(C)n(C)n2)CCN(C2CCOCC2)CC1 | -35% |

The list continues:
SMILES	KDM5B inh
COc1ccc(CC(=O)N2CC(c3nnc(-c4ccc(C)cc4)o3)C3(CCOCC3)C2)cc1 (stereo not drawn)	-10%
Cc1ccc(S(=O)(=O)c2cn(Cc3ccc(F)cc3)c3cc(F)c(F)cc3c2=O)cc1	-35%
Cc1cccc(OCC(=O)NCCn2ccn3nc(-c4ccc(C)cc4C)cc3c2=O)c1	?
Cc1cccc(NC(=O)Cn2ccn3nc4c(c3c2=O)CCCC4)c1C	28µM*
CCCN(Cc1ccccc1)C(=O)c1ccc(CNC(N)=O)cc1	20%
Cc1ccc2c(Cl)cc(Cl)c(OCC(=O)N(C(C)C)C(C)C)c2n1	-7%
CCCOc1ccc2c(c1)sc1ncc(NC(=O)c3ccccc3C)c(=O)n12	1%
Cc1[nH]c2ccccc2c1C(=O)C(C)Sc1nnc(C2CC2)o1 (stereo not drawn)	2%
CCS(=O)(=O)N1CCC(N2CCC(C)CC2)CC1	?
Cc1ccc(CN2CCC(Oc3ccc4ncccc4c3)(C(=O)O)CC2)o1	?
CCC(=O)N1CCC(c2noc(-c3ccccc3)n2)C1 (stereo not drawn)	-10%
O=C(N[C@H]1CO[C@H]2[C@@H]1OC[C@@H]2n1nnnc1Oc1ccc2c(c1)OCO2)c1ccc(C(F)(F)F)cc1	5%
COc1cccc(CN2CCOC3CCN(Cc4ccccc4Cl)CC3C2=O)c1 (stereo not drawn)	1%[86.2 µM]
COCCN(CCOC)c1ncnc2c1c(-c1ccccc1)cn2-c1cccc(C)c1	?
C/C(=N\NC(=S)Nc1ccc(C)cc1)c1ccc([N+](=O)[O-])cc1	11%
Cc1ccc(CN(C(=O)c2ccccc2Br)C2CCS(=O)(=O)C2)o1 (stereo not drawn)	-15%
COc1cccc(NC(=O)CSC2=Nc3ccccc3C3=NC(CC(=O)NCCc4ccccc4)C(=O)N23)c1 (stereo not drawn)	?
